# Bioassay records: PubChem, National Center for Advancing Translational Sciences (NCATS)
# Rab9 promoter act: activators of Rab9 promoter; Huh7 Rab9 promoter-luciferase reporter, luminescence, 24 h; 320,000 tested, 2.8% active; Potency, µM (top dose mostly 9.22 µM), for the others: top-dose activation, negative = inhibition, hits mostly activators; note: potency is the fitted concentration of half-maximal effect; % of control where 0% means no effect; nearly all actives have a fitted effect of over 60% in size
#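 Huh7 cells stably carrying Rab9 promoter–luciferase reporter, plated 1500 cells/well, compound added after 2 h and incubated 24 h at 37 °C; luciferase luminescence then read after 10 min with detection reagent.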
# Giardia killer: Giardia lamblia killing | 340,000 tested, 0.15% active | Giardia lamblia trophozoite viability | activity change, % at 7.66 µM, hits read low; in the data active = activity change below about -80%; inconclusive = between about -30% and that limit;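 note: parasites exposed to compound for two days anaerobically before the ATP read; % is set by controls: 0 for no effect and ±100 for the full control effect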
#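 Trophozoite viability was measured as ATP-dependent luminescence, read 15-30 min after reagent addition. Before that, parasites at 100 cells/well were exposed to compounds for 48 h, anaerobically, at 37 deg C.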
# RORg inh: inhibitors of mouse ROR gamma transcriptional activity | P51450 | 310,000 tested, 5.4% active | Potency, µM (titrated, usually from 53.6 µM), inactives show at the highest dose activity change, negative = inhibition, most hits filed as inhibitors | Drosophila S2 Gal4-RORgamma UAS-luciferase reporter, 20 h; note: potency is the fitted concentration of half-maximal effect; % is set by controls: 0 for no effect and ±100 for the full control effect; nearly all actives have a fitted effect of over 60% in size
#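 Luciferase reporter read in Schneider cells carrying Gal4-RORγ (mouse) and UAS-Photinus luciferase; cells given compound 1 h before 700 uM copper sulfate induction, then incubated 20 h at ambient temperature.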
# ELG1 genotox: inducers of genotoxicity in HEK293T ELG1-luciferase cells | HEK293T ELG1-luciferase reporter, luminescence, 16 h | Potency, µM (top dose mostly 46 µM), inactives show at the highest dose activity change, positive = activation, hits mostly activators | 330,000 tested, 1.3% active; note: potency is the fitted concentration of half-maximal effect; % of control where 0% means no effect; nearly all actives have a fitted effect of over 60% in size
#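 Luminescence read-out: rising ELG1-luciferase signal, reflecting elevated ELG1 protein under genetic stress, flags genotoxic compounds. Cells were treated for 16 hr at 37 °C before ONE-Glo detection.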
# NPC1 promoter act: activates the NPC1 promoter; Huh7 NPC1 promoter luciferase reporter, 24 h; Potency, µM (doses to about 9.22 µM), inactives show at the highest dose activation, most hits filed as activators; 320,000 tested, 2.4% active; AID 485313;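 note: potency is the fitted concentration of half-maximal effect; % of control where 0% means no effect; nearly all actives have a fitted effect of over 60% in size; reporter is driven by a mutant NPC1 promoter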
#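 In 1536-well qHTS, Huh7 cells harboring an NPC1 promoter–luciferase construct received compound for 24 h; activation was quantified by luminescence following luciferase reagent addition.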
# Coupling enz: counter-screen for Giardia aldolase inhibitors: coupling enzyme system; coupling enzyme system counterscreen, AmpLite Red fluorescence; activity change, negative = inhibition, % at 58.2 µM, hits read low; 290,000 tested, 0.67% active; in the data active = activity change below about -30%; note: % is set by controls: 0 for no effect and ±100 for the full control effect
#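 First, compound is pin-transferred into glyceraldehyde-3-phosphate coupling-enzyme reagent at 57.5 uM final and held 10 min at RT. Next, substrate, coupling system and AmpLite Red are added. After 20 min RT, fluorescence (525/598 nm) is read.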
# KCNH2 3.1 block: KCNH2 3.1 (human) potassium channel inhibition | 340,000 tested, 0.95% active | activity change, % (tested at about 1.8 µM) | AID 720553 | U2OS KCNH2 3.1, thallium flux FluxOr; hits give low values;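 active = maximum activity change below -70%; inconclusive = maximum activity change from -70% to -50%; inactive = maximum activity change above -50%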;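 note: thallium influx rate constant from kinetic fluorescence after stimulation buffer; % is set by controls: 0 for no effect and ±100 for the full control effect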
#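 Steps: virus added to U2OS suspension (4 h, RT, dark); medium with 10% FBS added, cells plated, 37 C overnight; FluxOr/Red40 loading buffer 45 min RT; stimulation buffer, 2 min kinetic read; rate constant normalized.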
# FLuc modulator: inhibits or activates purified firefly luciferase, miR-21 counter-screen; P08659; purified FLuc, Km substrates, luminescence inhibition; Potency, µM (series often up to 57.5 µM), for inactives: at the highest dose activity change, negative = inhibition, hits mostly inhibitors; 360,000 tested, 6.9% active; AID 588342;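 note: potency is the fitted concentration of half-maximal effect; plate controls were vehicle for no effect and reference inhibitor for full effect; nearly all actives have a fitted effect of over 55% in size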
# Target sequence (P08659 whole entry, looked up): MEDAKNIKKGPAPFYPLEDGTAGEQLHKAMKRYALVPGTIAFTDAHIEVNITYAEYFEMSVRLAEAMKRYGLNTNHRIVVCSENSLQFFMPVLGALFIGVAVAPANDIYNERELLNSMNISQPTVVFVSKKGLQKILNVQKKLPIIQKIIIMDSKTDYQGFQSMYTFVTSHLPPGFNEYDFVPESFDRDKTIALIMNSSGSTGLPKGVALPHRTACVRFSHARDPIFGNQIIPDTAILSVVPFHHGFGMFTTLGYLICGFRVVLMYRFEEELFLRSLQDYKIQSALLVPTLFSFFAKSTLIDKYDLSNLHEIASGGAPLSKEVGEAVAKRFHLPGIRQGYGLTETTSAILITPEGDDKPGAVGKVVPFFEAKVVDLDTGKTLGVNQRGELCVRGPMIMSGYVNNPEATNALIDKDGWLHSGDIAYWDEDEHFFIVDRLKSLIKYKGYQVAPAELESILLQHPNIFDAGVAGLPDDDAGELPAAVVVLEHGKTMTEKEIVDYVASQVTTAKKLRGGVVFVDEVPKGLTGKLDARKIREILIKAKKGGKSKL
#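 Purified P. pyralis luciferase (10nM final) with 10uM D-luciferin and 10uM ATP (Km levels) in 50mM Tris acetate pH 7.5, 10mM Mg acetate, 0.01% Tween-20, 0.05% BSA; qHTS 6-point titration, ~60 µM downward; luminescence read.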
# uPA surface inh: blocks generation of uPA at the cell surface | cell surface uPA generation assay, qHTS | Potency, µM (highest dose often 38.3 µM), for inactives: top-dose activity change, negative = inhibition, hits mostly inhibitors | 330,000 tested, 0.31% active | AID 540303; active = well fitted inhibition curve with a large enough effect; inconclusive = small, poorly fitted or top-dose-only effect; inactive = no such curve, though single readings can be large or run the other way; tested in mouse RAW 264.7 cells; note: potency is the fitted concentration of half-maximal effect; % is set by controls: 0 for no effect and ±100 for the full control effect; nearly all actives have a fitted effect of over 55% in size
# Tb PFK inh: T. brucei PFK enzyme inhibition. AID 485367. T. brucei PFK, ADP-Glo luminescence. O15648. Potency, µM (top dose mostly 57.5 µM), for the others: at the highest dose activity, negative = inhibition, hits mostly inhibitors. 330,000 tested, 0.17% active;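 note: potency is the fitted concentration of half-maximal effect; 0% = uninhibited 1x PFK enzyme wells and -100% = no-enzyme wells; nearly all actives have a fitted effect of over 60% in size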
# Target sequence (O15648 whole entry, looked up): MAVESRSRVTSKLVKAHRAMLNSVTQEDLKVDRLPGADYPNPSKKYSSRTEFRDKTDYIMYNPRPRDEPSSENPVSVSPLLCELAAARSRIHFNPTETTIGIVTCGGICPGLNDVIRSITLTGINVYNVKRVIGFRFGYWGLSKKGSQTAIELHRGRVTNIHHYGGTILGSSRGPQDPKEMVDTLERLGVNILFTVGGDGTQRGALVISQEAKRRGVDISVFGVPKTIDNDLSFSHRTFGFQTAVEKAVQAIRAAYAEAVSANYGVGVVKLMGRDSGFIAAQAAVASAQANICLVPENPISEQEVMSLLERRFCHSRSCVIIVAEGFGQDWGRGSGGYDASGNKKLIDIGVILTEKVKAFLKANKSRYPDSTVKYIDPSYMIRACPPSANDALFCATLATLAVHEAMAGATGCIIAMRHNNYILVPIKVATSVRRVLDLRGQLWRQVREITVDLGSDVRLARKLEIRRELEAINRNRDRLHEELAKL
#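 1.25 nM PFK with 0.5 mM F6P and 0.1 mM ATP in 0.1 M TEA pH 8.0, 5 mM MgCl2, incubated 45 min at room temperature; ADP measured by ADP-Glo luminescence; compounds titrated up to 57 uM.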
# VP16 counter: inhibits Gal4-VP16 luciferase reporter, ROR gamma counter-screen. 310,000 tested, 3.5% active. Drosophila S2 Gal4-VP16 UAS-luciferase, luminescence, 20 h. Potency, µM (top dose mostly 53.6 µM), for inactives: at the top dose activity, negative = inhibition, most hits filed as inhibitors;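 note: Gal4-VP16 expression switched on by copper sulfate through the metallothionein promoter; potency is the fitted concentration of half-maximal effect; % is set by controls: 0 for no effect and ±100 for the full control effect; nearly all actives have a fitted effect of over 50% in size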
# An asterisk follows results filed as active; ? = inconclusive; / = not tested or not shown; [ ] = dose if it differs, or a comment. Unless noted, calls come from the whole dose curve; as a rule, active = well fitted curve in the direction sought with a large enough effect; inconclusive = small, poorly fitted or top-dose-only effect, or another doubt; inactive = no such curve, though single readings can be large; an effect the other way counts as inactive or inconclusive. No enrichment for hits; 14% or so of the library scored in one or more.
# Preview (three entries):
SMILES,Rab9 promoter act,Giardia killer,RORg inh,ELG1 genotox,NPC1 promoter act,Coupling enz,KCNH2 3.1 block,FLuc modulator,uPA surface inh,Tb PFK inh,VP16 counter
COc1ccc(SCCc2nnc(-c3ccccc3)o2)cc1,2%,16,0%,-1%,-4%,2,15,4%,-2%,9%,7%
O=C(O)c1cccc(CSc2nnc(-c3ccc(Cl)cc3)o2)c1,-1%,-24,?,17%,-1%,4,-14,19µM*,5%,2%,0.79µM*
Cc1ccc2nc(C3CCCN3Cc3nc(CCC(C)C)no3)[nH]c2c1 (stereo not given),-1%,-7,7.1µM*,-9%,4%,-2,-7,-3%,-3%,0%,20µM*

# This part in full, previewed entries included:
SMILES,Rab9 promoter act,Giardia killer,RORg inh,ELG1 genotox,NPC1 promoter act,Coupling enz,KCNH2 3.1 block,FLuc modulator,uPA surface inh,Tb PFK inh,VP16 counter
COc1ccc(SCCc2nnc(-c3ccccc3)o2)cc1,2%,16,0%,-1%,-4%,2,15,4%,-2%,9%,7%
O=C(O)c1cccc(CSc2nnc(-c3ccc(Cl)cc3)o2)c1,-1%,-24,?,17%,-1%,4,-14,19µM*,5%,2%,0.79µM*
Cc1ccc2nc(C3CCCN3Cc3nc(CCC(C)C)no3)[nH]c2c1 (stereo not given),-1%,-7,7.1µM*,-9%,4%,-2,-7,-3%,-3%,0%,20µM*
CSc1ccc(C(=O)C2CCCN(C(=O)c3cc(C)n(C)n3)C2)cc1 (stereo not given),-1%,-2,5%,-4%,2%,4,-1,-1%,-4%,1%,5%
Cc1ccc(C2=N/C(=C\c3cccs3)C(=O)N2Nc2ccccc2)cc1,15%,-25,0%,-2%,0%,0,/,-20%,4%,-6%,-6%
CN(C)Cc1nc2c([nH]1)c(=O)n(C)c(=O)n2C,-5%,8,2%,-9%,-3%,3,-16,3%,18%,-19%,-17%
CC(C)c1c(C(=O)N/N=C/c2ccccc2OCc2c(F)cccc2Cl)nnn1-c1nonc1N,0%,-1,-13%,4%,-3%,-1,-7,1%,-28%,-1%,-4%
Cc1ccn2c(c1)nc(=O)c1cc(S(=O)(=O)N3CCC(C)CC3)ccc12,0%,14,-1%,-1%,1%,0,-3,-1%,0%,-4%,-2%
COc1cc(S(=O)(=O)Nc2c(C)cc(C)cc2C)ccc1Cl,12%,7,-14%,-1%,2%,0,8,-1%,/,-5%,8%
Cc1nn(CC(=O)OCC(=O)Nc2c(C(C)C)cccc2C(C)C)c(C)c1[N+](=O)[O-],0%,-1,8%,2%,-1%,2,3,0%,-1%,2%,0%
COc1cc(C(=O)Nc2nccs2)cc(OC)c1OC,-6%,-5,10%,-1%,-1%,-3,-6,-5%,1%,14%,?
Nc1ccn(-c2ccccc2)c(=O)c1,1%,-1,12%,-2%,-3%,4,19,0%,-2%,1%,-4%
CN(C)C(=O)c1ccc(NC(=O)CSc2nnc(-c3cccs3)n2N)cc1,1%,-3,/,-2%,-2%,/,5,2%,23%,-1%,/
COc1ccccc1/C=C1\Cc2ccccc2C1=O,1%,4,-2%,?,8%,-2,-4,11µM*,-17%,8%,-1%
CC1CCC2(CC1)NC(=O)N(CC(=O)NCCc1c[nH]c3ccccc13)C2=O (stereo not given),-2%,-7,/,-1%,1%,/,10,/,-2%,-5%,/
C=C(C)C1CCC(C)=C1CC(C)(C)/C=N\n1cnnc1 (stereo not given),-11%,-4,7%,-10%,-2%,0,-4,0%[2.3 µM],-5%,16%,-4%
O=S1(=O)CCOCCCN1Cc1ccccc1Br,-5%,7,-27%,-3%,-1%,7,-38,1%,0%,-2%,-8%
Cc1ccc(C(=O)Oc2cccc(NC(=O)c3ccccc3)c2)cc1C,-7%,-14,2%,-3%,0%,-6,-4,?,-2%,-2%,2%
CN(C)c1ccc(N2C(=NC(=O)c3ccccc3)SC3CS(=O)(=O)CC32)cc1 (stereo not given),-3%,-6,4%,1%,-7%,/,11,0%,-4%,-2%,2%
COC(=O)c1c(C)oc(C)c1S(=O)(=O)NCc1ccc(OC)cc1,-2%,-8,19%,-2%,-2%,0,7,0%,3%,-3%,7%
O=C(N/N=C/c1c[nH]c2ccccc12)c1ccc(Cl)cc1,?,41[activator],10µM*,13%,?,0,3,7.6µM*,-6%,1%,?
COc1ccc(N(C(=O)c2cccnc2)S(=O)(=O)c2ccc(Cl)cc2)cc1,1%,-7,13%,3%,0%,0,5,-1%,-17%,7%,4%
COc1ccc(CCn2c(C3CCCCC3)nc3c(c(=O)c4ccccc4n3C)c2=O)cc1,0%,-14,4%,-8%,1%,2,8,-1%,?,0%,-13%
COc1ccc(C(=O)Nc2cnc(NC(=O)c3cccs3)cc2C)cc1,?,8,3%,?,?,2,-1,17µM*,4%,1%,-12%
O=C(Nc1ccc(Cl)cc1)N1CCCN(Cc2ccccc2F)C1,1%,-8,13%,-2%,-3%,3,-45,-3%,/,-6%,6%
COc1ccc2c(c1OC)C(=O)OC2Nc1ccccn1 (stereo not given),-3%,-1,22%,1%,4%,2,0,5%,-1%,3%,4%
Cn1c(C(=O)NCCN2CCN(Cc3ccccc3)CC2)cc2c(=O)n(C)c3ccccc3c21,-5%,-6,-7%,4%,0%,1,9,1%,-4%,-7%,-4%
CN(C)c1ccc(N=Cc2nc(-c3ccccc3)oc2OC(=O)c2cccc(Br)c2)cc1,28%,-19,-1%,?,?,-2,-13,?,-3%,-7%,?
CC(C)NC(=O)N(C)C[C@H]1Oc2ccc(NC(=O)Nc3ccc4c(c3)OCO4)cc2C(=O)N([C@H](C)CO)C[C@@H]1C,/,1,/,3%,/,/,5,/,-8%,-1%,/
COc1ccccc1-c1noc(COC(=O)c2ccc(Br)o2)n1,-3%,12,/,5%,-4%,/,-3,1%,8%,-5%,/

# 3 entries from above, arranged by count of non-hydrogen atoms, lowest first.
SMILES,Rab9 promoter act,Giardia killer,RORg inh,ELG1 genotox,NPC1 promoter act,Coupling enz,KCNH2 3.1 block,FLuc modulator,uPA surface inh,Tb PFK inh,VP16 counter
COc1ccc2c(c1OC)C(=O)OC2Nc1ccccn1 (stereo not given),-3%,-1,22%,1%,4%,2,0,5%,-1%,3%,4%
Cc1ccc(C(=O)Oc2cccc(NC(=O)c3ccccc3)c2)cc1C,-7%,-14,2%,-3%,0%,-6,-4,?,-2%,-2%,2%
COc1ccc(N(C(=O)c2cccnc2)S(=O)(=O)c2ccc(Cl)cc2)cc1,1%,-7,13%,3%,0%,0,5,-1%,-17%,7%,4%

# (next part)
SMILES,Rab9 promoter act,Giardia killer,RORg inh,ELG1 genotox,NPC1 promoter act,Coupling enz,KCNH2 3.1 block,FLuc modulator,uPA surface inh,Tb PFK inh,VP16 counter
Cc1ccc(/C=C/C(=O)NCCCc2ccccc2)cc1,-1%,-10,21%,-3%,1%,0,17,-26%,2%,0%,-6%
CSc1ccc(CN(C)C(C)C(=O)Nc2ccc(F)c(F)c2F)cc1 (stereo not given),14%,15,17%,-1%,-5%,1,-3,1%,17%,-1%,5%
O=C(Cc1ccccc1F)NC1CCCc2ccccc21 (stereo not given),13%,3,18%,6%,3%,0,-10,-5%,-3%,-1%,5%
COc1ccc(/C=C/C(=O)N(C)C2(C)CCS(=O)(=O)C2)cc1 (stereo not given),-1%,-20,/,0%,-2%,/,-4,-4%,-6%,-10%,/
Cc1ccc(C)c(NC(=S)N2CCN(c3cccc(C(F)(F)F)c3)CC2)c1,1%,18,4.5µM*,-1%,-1%,0,4,2%,-2%,-3%,11µM*
O=C(NCCCNc1ccc(C(F)(F)F)cc1[N+](=O)[O-])c1ccc(Cl)cc1,10%,-13,15%,-1%,-5%,-2,-39,3%,3%,-3%,4%
CN(Cc1ccccc1)C(=O)c1c[nH]c2ccc(S(=O)(=O)N3CCOCC3)cc2c1=O,-8%,4,-8%,1%,-6%,1,-16,-3%,3%,-5%,-7%
O=C(NC1CCCC1)c1ccc(Br)s1,-1%,?,32%,6%,-2%,-8,3,-9%,/,2%,-5%
C=CCNC(=O)c1ccccc1NC(=O)c1ccc(Cl)c(S(=O)(=O)Nc2ccccc2)c1,-10%,9,-6%,-10%,-2%,/,-12,-2%,0%,-3%,-10%
CC(C)(C)c1ccc(-c2noc(-c3ccc4c(c3)CCO4)n2)cc1,26%,4,12%,?,?,-4,2,8.5µM*,-2%,-4%,-1%
C[C@]12CCC(=O)C=C1CC[C@@H]1[C@@H]2CC[C@@]2(C)[C@H]1CC[C@@]21CCC(=O)O1,-7%[1.84 µM],-27,13%,-7%,-6%,2,-15,-2%,9%,-1%,-11%
